CHT allo act: CHT positive allosteric modulators, primary screen, cell-based, membrane potential dye, choline EC20; CHT-expressing cells; stronger effect = higher value; LV-AA mutant CHT in HEK293 cells; High affinity choline transporter 1 (Homo sapiens), Q9GZV3; B-score at 10 µM; 310,000 tested, 0.49% active;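 active means initial fluorescence not abnormally high and integrated response B-score, plate-corrected, over 3 SD above library mean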
Target sequence (Q9GZV3 whole entry, looked up): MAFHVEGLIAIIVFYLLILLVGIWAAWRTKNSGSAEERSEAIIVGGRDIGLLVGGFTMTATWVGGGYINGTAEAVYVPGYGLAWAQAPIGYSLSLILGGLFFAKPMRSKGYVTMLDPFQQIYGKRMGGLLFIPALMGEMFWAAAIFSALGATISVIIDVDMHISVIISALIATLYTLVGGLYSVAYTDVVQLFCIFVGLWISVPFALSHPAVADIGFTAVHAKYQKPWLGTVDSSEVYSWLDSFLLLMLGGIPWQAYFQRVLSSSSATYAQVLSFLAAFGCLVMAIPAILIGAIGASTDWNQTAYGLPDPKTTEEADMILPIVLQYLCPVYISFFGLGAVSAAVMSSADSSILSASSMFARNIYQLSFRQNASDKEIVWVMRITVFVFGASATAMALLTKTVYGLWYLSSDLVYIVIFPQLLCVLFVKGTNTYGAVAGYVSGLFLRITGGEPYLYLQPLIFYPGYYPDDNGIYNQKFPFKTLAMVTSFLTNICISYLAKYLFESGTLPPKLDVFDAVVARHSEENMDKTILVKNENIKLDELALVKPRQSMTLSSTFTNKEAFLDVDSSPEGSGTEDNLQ
CHT block: inhibitors of human choline transporter CHT | High affinity choline transporter 1 (Homo sapiens), Q9GZV3 | CHT-expressing cells, membrane potential dye, choline response; stronger effect = lower value | 310,000 tested, 0.86% active | B-score at 10 µM;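 active means B-score over 3 SD under the library average, and starting fluorescence ratio not unusually high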;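 further: choline stimulus applied at its EC90 after an EC20 pre-addition; B-score computed on integrated fluorescence ratio after choline addition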
Active calls of the source: *; i = inactive.

Sample of the layout (3 entries):
#	Molecule	CHT allo act	CHT block
1	COCCn1c(=O)[nH]c2cc(C(=O)N3CCN(c4cc(C)ccc4C)CC3)ccc2c1=O	i	i
2	COc1ccccc1-c1c(C(F)(F)F)oc2cc(OCC(=O)Nc3cc(C)ccc3C)ccc2c1=O	i	i
3	CN1C(=O)CC(N2CCN(Cc3ccc(Cl)cc3)CC2)C1=O (stereo not given)	i	i

Results, from the first entry:
#	Molecule	CHT allo act	CHT block
1	COCCn1c(=O)[nH]c2cc(C(=O)N3CCN(c4cc(C)ccc4C)CC3)ccc2c1=O	i	i
2	COc1ccccc1-c1c(C(F)(F)F)oc2cc(OCC(=O)Nc3cc(C)ccc3C)ccc2c1=O	i	i
3	CN1C(=O)CC(N2CCN(Cc3ccc(Cl)cc3)CC2)C1=O (stereo not given)	i	i
4	CN(C)CCCN(C(=O)c1ccc(C(=O)c2ccccc2)cc1)c1nc2c(F)cccc2s1	i	i
5	O=C(O)C1C2CCC(O2)C1C(=O)Nc1cccc(Cl)c1 (stereo not given)	i	i
6	CCOc1cc(C)c(Cl)cc1S(=O)(=O)N(CC)CC	i	i
7	Cn1c(N)c(C(=O)COC(=O)c2cc(C3CC3)nc3ccccc23)c(=O)n(C)c1=O	i	i
8	Cc1cccc(-c2c3c(=O)n(C)c(=O)n(C)c3cn2C(C)(C)C)c1	i	i
9	Cc1ccc(S(=O)(=O)NC2=NCN(CCc3ccccc3)CN2)cc1	i	i
10	CCOC(=O)CSc1n[nH]c(=O)n1CCc1ccccc1	i	i
11	O=C(c1ccccc1-c1nc(-c2ccccc2)no1)N1CCCC1	i	i
12	COc1ccc(OC)c(-n2c(-c3ccc(S(C)(=O)=O)cc3)cc(C=O)c2C)c1	i	i
13	COCCn1c(SCC(=O)c2ccc3c(c2)OCCO3)nnc1-c1ccoc1C	i	i
14	CCCCN(CC)CCNC(=O)c1cc2cc3ccc(Cl)cc3nc2o1	i	i
15	COc1cccc(CN(CC(=O)NCC2CCCO2)C(=O)CNS(=O)(=O)c2ccccc2)c1 (stereo not given)	i	i
16	CCCOc1ccc(-c2c(C(=O)N/N=C/c3cccs3)nnn2-c2nonc2N)cc1	i	i
17	O=C(CCCn1cc([N+](=O)[O-])cn1)NC1CCCCCC1	i	i
18	CCOc1ccc(NC(=O)COC(=O)c2c(OC)cccc2OC)cc1	i	i
19	O=C(c1ccccn1)N1CCN(S(=O)(=O)c2ccc(F)cc2)CC1	i	i
20	COC(=O)NCC(C)OC(=O)Nc1cccc(Cl)c1 (stereo not given)	i	i
21	Cc1c(NC(=O)c2cnn3c(C(F)(F)F)cc(-c4ccco4)nc23)c(=O)n(-c2ccccc2)n1C	i	i
22	CCCC(=O)C1=C(O)C(C(=O)OC)C(C)(C)CC1=Nc1ccc(C)cc1 (stereo not given)	i	i
23	Cc1ccc(NC(=O)C(C)N2C(=O)c3ccccc3S2(=O)=O)cc1Cl (stereo not given)	i	i
24	Cc1cccc2sc(NC(=O)CN3C(=O)C4CC=CCC4C3=O)nc12 (stereo not given)	i	i
25	COc1cccc(OC)c1C(=O)NC(=O)Nc1c(C)cccc1C	i	i
26	O=P1(O)C=C(c2ccccc2)OC(c2ccccc2)=C1	i	i
27	Cc1cc(C)nc(N(C#N)C(C)C(=O)N(C)C)n1 (stereo not given)	i	i
28	CN1CCN(C(=O)C2CCCCC2C(=O)O)CC1 (stereo not given)	i	i
29	CCOc1ccc(N2CC(C(=O)NCc3ccc(F)cc3)CC2=O)cc1 (stereo not given)	i	i
30	COC(=O)c1ccc(NS(=O)(=O)N(C)C)cc1	i	i
31	CC1CN(C(=O)CSc2cn(CC(=O)N3CCOCC3)c3ccccc23)CC(C)O1 (stereo not given)	i	i
32	COCCN(C(=O)COC(=O)CCOc1cccc(C)c1)c1c(N)n(Cc2ccccc2)c(=O)[nH]c1=O	i	i
33	CCOC(=O)C1CCN(C(=O)C2CCCN(S(=O)(=O)c3ccc(OC)c(Cl)c3)C2)CC1 (stereo not given)	i	i
34	COc1ccc(CCNC(=O)Cn2c(=O)cnc3ccccc32)cc1	i	i
35	Cc1nc(Cl)c(C(=O)NCc2ccccc2)c(C)c1Cl	i	i
36	Cn1c(=O)c2c(nc(SCC(=O)N3CCOCC3)n2C)n(C)c1=O	i	i
37	CC(C)N(Cc1ccccc1)C(=S)Nc1ccc(OC(F)F)cc1	i	i
38	COCCN1C(=O)CS/C1=C(/C#N)C(=O)NCc1ccco1	i	i
39	CCOC(=O)c1cnc(-n2nc(C)cc2C)nc1Oc1ccccc1F	i	i
40	C=CCn1c(CCCOc2ccc(Cl)cc2Cl)n[nH]c1=S	i	i

Overlap with the part before: 3 entries; new compounds follow.
#	Molecule	CHT allo act	CHT block
38	COCCN1C(=O)CS/C1=C(/C#N)C(=O)NCc1ccco1	i	i
39	CCOC(=O)c1cnc(-n2nc(C)cc2C)nc1Oc1ccccc1F	i	i
40	C=CCn1c(CCCOc2ccc(Cl)cc2Cl)n[nH]c1=S	i	i
41	O=C(NCCCN1CCOCC1)c1cc(-c2ccc(Br)cc2)nc2ccccc12	i	i
42	COc1ccc(S(=O)(=O)Cc2ccc(C(=O)NCc3cccnc3)o2)cc1	i	i
43	Cn1cc(S(=O)(=O)N2CCCC2)cc1C(=O)Nc1cccc(C(F)(F)F)c1	i	i
44	COc1ccc(S(=O)(=O)N(C)c2ccc(C(=O)NCc3ccco3)cc2)cc1OC	i	i
45	Cc1ccc(OCCCn2ccnc2)cc1C	i	i
46	CN1CCN(C(=O)c2ccccc2[N+](=O)[O-])CC1	i	i
47	O=C(Cc1c(Cl)cccc1Cl)OCC(=O)N1CCc2ccccc2C1	i	i
48	O=C(COc1ccc(Br)cc1)c1ccc2c(c1)CCCC2	i	i
49	Cc1ccc(CNC(=O)CCC2CCCN(Cc3cccc4ncccc34)C2)o1 (stereo not given)	i	i
50	O=C(Nc1ccc(F)cc1)Nc1ccc2c(c1)OCO2	i	i
51	CCc1nc(N2CCCCC2)c2oc3ccccc3c2n1	i	i
52	CCCCc1c(O)nc(SCC(=O)c2ccccc2)n(-c2ccccc2)c1=O	i	i
53	Cn1c(=O)c2c(nc(SC3C(=O)CC(C)(C)CC3=O)n2C)n(C)c1=O	i	i
54	CCSc1nnc(NC(=O)c2cc(C)oc2C)s1	i	i
55	O=C1OC(N2CCN(c3ccccn3)CC2)c2ccccc21 (stereo not given)	i	i
56	Cn1nc(C(=O)N2CCC(C(N)=O)CC2)c2c1-c1ccccc1SC2	i	i
57	CCCCCCCCn1c2c(c(=N)c3c1CCC3)CCCC2	12*	i
58	Cc1csc(=Nc2ccccc2)n1C	i	i
59	CC(=O)c1sc(NC(=O)c2ccc(C(C)(C)C)cc2)nc1C	i	i
60	COc1cccc(CCC(=O)N2CCC(n3nccc3NC(=O)C3CCOC3)CC2)c1 (stereo not given)	i	i
61	COc1ccc(-n2c(C)cc(/C=N/Nc3nnc(C)n3N)c2C)cc1	i	i
62	C=C(C)Cn1c(N2CCN(CC)CC2)nc2c1c(=O)[nH]c(=O)n2C	i	i
63	COC(=O)c1ccsc1NC(=O)CCS(=O)(=O)c1ccc(Cl)cc1	i	i
64	COC(=O)c1ccc(/C=C/c2nc3ccccc3c(=O)[nH]2)cc1	i	i

Entries by screen from above.
CHT allo act for entries 13 to 16, in order: i, i, i, i
CHT block for entries 13 to 16, in order: i, i, i, i

(listing goes on)
#	Molecule	CHT allo act	CHT block
65	Clc1ccc(Nc2nc3ccccc3n3nnnc23)cc1	i	i
66	O=C1CCN(C(=S)NCCc2ccccc2)CC1	i	i
67	COc1ccc(-c2ccc(=O)n(Cc3cc(=O)n4ccccc4n3)n2)cc1	i	i
68	CC(=O)Nc1ccc(NS(=O)(=O)c2cc(Cl)sc2Cl)cc1	i	i
69	CCCCCc1nnc(NC(=O)C2CCCO2)s1 (stereo not given)	i	i
70	CCN(CC)C(=O)c1sc(NC(=O)c2ccc(Br)o2)c(C(=O)OC)c1C	i	i
71	COc1ccc(C(=O)C/C(=C\C(=O)c2ccc(C)cc2)c2ccccc2)cc1	i	i
72	CSc1cc(-c2ccncc2)nc(-c2ccc(Cl)cc2)c1	i	i
73	OC(c1ccc(F)cc1)C(CN1CCOCC1)c1ccccc1 (stereo not given)	i	i
74	CCCCn1c(CCCNC(=O)c2ccco2)nc2ccccc21	i	i
75	CN(Cc1ccccc1)C(=S)NC(=O)c1ccc(-c2ccccc2)cc1	i	i
76	Cc1ccc(S(=O)(=O)N2CC(C(=O)O)=CC[C@H]2c2ccc(Cl)cc2)cc1	i	i
77	CCC1CCCN1Cn1cnc2c([nH]c3ccc(OC)cc32)c1=O (stereo not given)	i	i
78	O=C(C1=C[C@@H](c2ccc(Br)cc2)C[C@@H](OCCCCO)O1)N1CCN(Cc2ccc3c(c2)OCO3)CC1	i	i
79	CCCCOC(=O)c1cc(=O)[nH]c2ccc(C)cc12	i	i
80	Cc1cccc(CC2S/C(=N/N=C/c3ccco3)NC2=O)c1 (stereo not given)	i	i
81	CN(C)N(C)C(=O)C(O)(c1ccccc1)c1ccccc1	i	i
82	Cc1ccc(-c2nnn(CC(=O)N(CC(=O)NC3CCCCC3)c3ccc(F)c(Cl)c3)n2)o1	i	i
83	Cc1ccc(C)c(Cn2c3ccccc3c3cnn(CC(=O)NCCCN4CCOCC4)c(=O)c32)c1	i	i
84	O=C(CN1CCN(c2ccccc2)CC1)Nc1cccc(C(F)(F)F)c1	i	i
85	Cc1cc(C)cc(C(N)=Nc2cccc(C#N)c2)c1	i	i
86	Cc1ccccc1OS(=O)(=O)c1cn(C)c(=O)n(C)c1=O	i	i
87	COc1ccc(CNC(=O)C23CC4CC(CC(Br)(C4)C2)C3)cc1	i	i
88	CC1(C(=O)O)CCC(C(=O)NNC(=O)c2ccccc2O)C1(C)C (stereo not given)	i	i
89	O=C(NC1CCCC1)C(c1ccc(F)cc1)N(C(=O)c1csnn1)C1CC1 (stereo not given)	i	i
90	CC(=O)c1ccc(NC(=O)CCc2ccc(C)o2)cc1	i	i
91	C=CCSc1nsc(NC(=O)Nc2ccc(F)cc2)n1	i	-7.8*
92	NC(=O)C1CCCCc2c1[nH]c1ccc(Cl)cc21 (stereo not given)	i	i
93	CN(Cc1cnn(C)c1)C(=O)c1sc2cccc(Cl)c2c1Cl	i	i
94	CN1CCN(c2oc(-c3ccccc3Cl)nc2S(=O)(=O)c2ccccc2)CC1	i	i
95	CCCCc1ccc(NC(=O)C2CCCO2)cc1 (stereo not given)	i	i
96	Cc1cc(OC(=O)c2ccc(C)c(C)c2)c([N+](=O)[O-])c(=O)[nH]1	i	i
97	CN(C)C(=O)CSc1ncnc2scc(-c3ccccc3)c12	i	i
98	O=C(NCc1ccccc1)C(c1ccc(F)cc1)N(Cc1ccco1)C(=O)c1ccccn1 (stereo not given)	i	i
99	CC(C)(C)c1ccc(C(=O)NCC(=O)N2CCNC(=O)C2)cc1	i	i
100	Cc1nonc1OCCNC(=O)C12CC3CC(CC(C3)C1)C2	i	i
101	COC(=O)C1=C(C(=O)OC)SC2(S1)C(C(=O)OC)=C(C(=O)OC)SC1=C2c2cc(C)ccc2NC1(C)C	i	i
102	COC(=O)NNC(=S)NCc1ccccc1	i	i
103	COc1cc(C2c3c(oc4ccccc4c3=O)C(=O)N2CCN2CCOCC2)cc(OC)c1OC (stereo not given)	i	i
104	CCOC(=O)c1c(NC(=O)c2ccc(S(=O)(=O)N(C)CC3CCCO3)cc2)sc2c1CC(C)(C)NC2(C)C (stereo not given)	i	i
105	Cc1cccc(N2CCN(C(=O)COc3ccc4ccc(=O)oc4c3)CC2)c1C	i	i
106	COc1ccc(-c2cc([C@H]3[C@H]4C=CC[C@@H](C)[C@@H]4C(=O)N3Cc3ccccc3)ccc2F)cc1	i	i
107	COc1ccc(OC)c(NC(=O)c2nnn(Cc3ccccc3C)c2N)c1	i	i
108	CN(C(=O)CSc1nnc(-c2ccccc2F)o1)c1ccccc1	i	i
109	COc1cccc(CC(=O)NC2CCCN(Cc3ccccc3F)C2)c1 (stereo not given)	i	i
110	CCc1noc(C)c1C(=O)Nc1ncc(C)s1	i	i
111	O=C(CSc1nnc(Cc2cc(=O)[nH]c(=O)[nH]2)n1-c1ccccc1)N1CCCCC1	i	i
112	CCCCCC(=O)NNC1CC(=O)N(c2cccc(OCC)c2)C1=O (stereo not given)	i	i
113	COc1ccccc1N1CCN(CCN(C(=O)c2ccc(F)cc2)c2ccccn2)CC1	i	i
114	Cn1c(=O)n(C)c2cc(C(=O)Nc3ccc4c(c3)OCO4)ccc21	7*	i
115	CCOC(=O)Cn1ccc(O)c(Cc2ccc(Cl)cc2Cl)c1=O	i	i
116	O=C1CC(N2CCN(c3ccccc3)CC2)C(=O)N1c1cccc(Br)c1 (stereo not given)	i	i
117	COC(=O)CCC(=O)Oc1ccc(OC(=O)CCC(=O)OC)cc1	i	i
118	O=S(=O)(Nc1ccc(F)cc1)c1ccc(NC(=S)Nc2ccccc2)cc1	i	i
119	COC(=O)Nc1ccc(S(=O)(=O)Nc2cccc3ccccc23)cc1	i	i
120	Cc1cc(/C=C2/C(=O)N(C)C(=S)N2C)c(C)n1C1CC1	i	i

Later entries:
#	Molecule	CHT allo act	CHT block
121	Cn1c(-c2ccc(C(F)(F)F)cc2)cc2onc(-c3ccccc3)c2c1=O	i	i
122	CC(C)(C(=O)O)n1cncn1	i	i
123	COc1cc(CCC(=O)Oc2ccc(C(C)=O)cc2)cc(OC)c1OC	i	i
124	O=C(O)/C=C/C(=O)NCCc1cccc(Cl)c1	i	i
125	c1ccc(-c2csc3ncnc(NCc4ccccn4)c23)cc1	i	i
126	CC(C)N(Cc1cc2ccccc2[nH]c1=O)C(=O)c1cccc([N+](=O)[O-])c1	i	i
127	O=C(NCCN1CCN(C(=O)c2cccc([N+](=O)[O-])c2)CC1)C(=O)NCc1ccc(Cl)cc1	i	i

An unsorted share of the library; any-hit rate near 1.5%.
